JMJD2A Tudor – inhibitors of human JMJD2A Tudor domain. AlphaScreen JMJD2A-Tudor / H3K4me3 peptide binding. 4.4% of 390,000 active. Potency, µM (doses to about 114 µM), for inactives: at the highest dose activity change, negative = inhibition, most hits filed as inhibitors. O75164; note: % is set by controls: 0 for no effect and ±100 for the full control effect; nearly all actives have a fitted effect of over 50% in size
POLH inh – inhibitors of human DNA polymerase eta; Q9Y253; recombinant Pol eta, fluorescent DNA replication assay; Potency, µM (doses to about 114 µM), for inactives: at the highest dose activity change, negative = inhibition, usual class: inhibitors; 1.2% of 390,000 active; AID 588591; note: % is set by controls: 0 for no effect and ±100 for the full control effect
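Fluorescent replication assay: 50 nM final substrate added after a 15 min room-temperature compound preincubation with 10 nM enzyme. Signal taken at 0 min and again at 10 min.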
G9a inh – inhibitors of human histone lysine methyltransferase G9a; G9a H3K9 monomethylation, AlphaScreen, 2 h; Potency, µM (highest dose often 102 µM), for inactives: top-dose activity, negative = inhibition, actives largely listed as inhibitors; 8.8% of 350,000 active; AID 504332; note: % is set by controls: 0 for no effect and ±100 for the full control effect; nearly all actives have a fitted effect of over 75% in size
Target sequence (Q96KQ7 913-1193 limits assumed): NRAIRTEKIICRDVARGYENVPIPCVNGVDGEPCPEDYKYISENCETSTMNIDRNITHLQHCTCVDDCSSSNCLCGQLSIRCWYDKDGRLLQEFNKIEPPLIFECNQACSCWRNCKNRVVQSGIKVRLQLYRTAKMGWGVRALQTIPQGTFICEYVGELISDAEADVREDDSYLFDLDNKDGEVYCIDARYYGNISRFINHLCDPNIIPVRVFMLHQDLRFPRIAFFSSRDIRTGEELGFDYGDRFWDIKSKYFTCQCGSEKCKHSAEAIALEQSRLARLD
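Using a bead-based AlphaScreen, monomethylated H3K9 product from 2 h room-temperature reactions (G9a 20 nM, peptide 500 nM, SAM 20 uM) was detected with 0.5 ug/mL rabbit anti-H3K9me1 antibody.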
BLM helicase inh – Bloom syndrome helicase (human) inhibition. 0.2% of 350,000 active. P54132. recombinant BLM DNA unwinding, fluorescence dequenching. Potency, µM (doses to about 56.1 µM), for the others: at the top dose activity change, negative = inhibition, most hits filed as inhibitors. AID 2528;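 note: plate controls were vehicle for no effect and no enzyme for full effect; nearly all actives have a fitted effect of over 35% in size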
APEX1 inh – blocks human APE1 abasic DNA cleavage. Potency, µM (titrated, usually from 65.8 µM), without a hit: at the top dose activity change, negative = inhibition, actives largely listed as inhibitors. recombinant APE1, TAMRA/BHQ-2 abasic DNA cleavage fluorescence. P27695. 0.35% of 350,000 active;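 note: plate controls were vehicle for no effect and reference inhibitor for full effect; nearly all actives have a fitted effect of over 55% in size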
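Activity was derived from the fluorescence gain between first and third kinetic reads (60 s intervals, ex 525/em 598 nm) after 50 nM THF-abasic TAMRA/BHQ-2 duplex was added to 0.75 nM APE1 preincubated 15 min with compound.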
Pol kappa inh – blocks human DNA polymerase kappa activity | purified Pol kappa, fluorescent DNA synthesis assay, 10 min | Potency, µM (highest dose often 107 µM), for inactives: top-dose activity, negative = inhibition, hits mostly inhibitors | 0.53% of 400,000 active | AID 588579; note: % is set by controls: 0 for no effect and ±100 for the full control effect
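First, compounds were pin-transferred onto 10 nM Pol kappa. After 15 min at room temperature, substrate was added to 50 nM final. Fluorescence was then measured kinetically at 0 and 10 min.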
BAZ2B inh – BAZ2B (human) inhibition. Q9UIF8. AlphaScreen BAZ2B-H3K14Ac peptide displacement. Potency, µM (series often up to 114 µM), inactives show top-dose activity change, negative = inhibition, actives largely listed as inhibitors. 4.4% of 360,000 active. AID 504333; note: % is set by controls: 0 for no effect and ±100 for the full control effect; nearly all actives have a fitted effect of over 60% in size
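Multi-concentration screen (max 110 uM) measuring displacement of acetylated histone H3 peptide from BAZ2B by AlphaScreen, using 50 nM protein, 50 nM peptide and 10 ug/mL streptavidin donor plus Ni-chelate acceptor beads.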
Pol beta inh – blocks human DNA polymerase beta activity | P06746 | Pol beta primer extension/strand displacement, fluorescence kinetic | Potency, µM (series often up to 114 µM), for the others: at the highest dose activity change, negative = inhibition, actives largely listed as inhibitors | 1.3% of 340,000 active | AID 485314; note: % is set by controls: 0 for no effect and ±100 for the full control effect
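Homogeneous kinetic assay of primer extension and strand displacement by 10 nM Pol beta, preincubated 15 min at room temperature with compound before 50 nM substrate (final) was added. Read at 0 and 10 min; four-parameter Hill fit.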
Pol iota inh – blocks human DNA polymerase iota activity | Potency, µM (doses to about 115 µM), inactives show top-dose activity, negative = inhibition, usual class: inhibitors | Pol iota fluorescent replication assay, 10 min | 1% of 390,000 active
Target sequence (Q9UNA4 whole entry, looked up): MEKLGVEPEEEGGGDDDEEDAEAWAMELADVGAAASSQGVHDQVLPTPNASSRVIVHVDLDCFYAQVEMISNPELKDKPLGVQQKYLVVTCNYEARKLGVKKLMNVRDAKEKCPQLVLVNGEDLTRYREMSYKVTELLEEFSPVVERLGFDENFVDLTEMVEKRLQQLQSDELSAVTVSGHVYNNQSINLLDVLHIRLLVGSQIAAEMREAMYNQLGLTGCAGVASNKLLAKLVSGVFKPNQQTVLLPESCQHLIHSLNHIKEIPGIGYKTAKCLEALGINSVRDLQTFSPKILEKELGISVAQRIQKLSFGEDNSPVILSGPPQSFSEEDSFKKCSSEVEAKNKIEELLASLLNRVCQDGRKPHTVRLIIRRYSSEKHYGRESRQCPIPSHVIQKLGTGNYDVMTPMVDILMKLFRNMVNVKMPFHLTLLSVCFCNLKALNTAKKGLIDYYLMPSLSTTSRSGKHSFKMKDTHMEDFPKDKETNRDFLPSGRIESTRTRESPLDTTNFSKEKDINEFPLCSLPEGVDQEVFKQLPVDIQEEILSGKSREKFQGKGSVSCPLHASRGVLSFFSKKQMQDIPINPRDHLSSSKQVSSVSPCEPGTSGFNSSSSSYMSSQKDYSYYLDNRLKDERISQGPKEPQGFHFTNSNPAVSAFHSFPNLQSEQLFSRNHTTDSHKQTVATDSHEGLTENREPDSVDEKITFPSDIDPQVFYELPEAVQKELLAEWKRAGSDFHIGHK
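Fluorescent replication assay read twice, at 0 min and 10 min after adding 50 nM (final) substrate. Enzyme (10 nM) and compounds were first incubated 15 min at room temperature; enzyme-free buffer wells were negative controls.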
* = called active by the depositor; u = inconclusive; x = not tested or not shown; [ ] = dose if it differs, or a comment. Calls come from the whole dose curve; as a rule, active = well fitted curve in the direction sought with a large enough effect; inconclusive = small, poorly fitted or top-dose-only effect, or another doubt; inactive = no such curve, though single readings can be large; an effect the other way counts as inactive or inconclusive. Potency is the fitted concentration of half-maximal effect.

SMILES	JMJD2A Tudor	POLH inh	G9a inh	BLM helicase inh	APEX1 inh	Pol kappa inh	BAZ2B inh	Pol beta inh	Pol iota inh
Cc1cc(C)c(S(=O)(=O)Nc2ccccc2-c2ccccc2)c(C)c1	37.3%[activator]	-21.9%	54.7%[activator][59 µM]	-2.5%	1.4%	-1.9%	26.1%	4.4%	3.3%
O=C(Nc1cc2c(cc1Cl)OCCCO2)c1ccco1	-2.0%	-7.4%	6.2%[59 µM]	1.9%	12.5%	-3.2%	11.4%	29.0%	-1.4%
O=C(O)c1ccc(/C=N/N2CCN(Cc3ccccc3)CC2)cc1	-5.4%	-13.2%	u	0.6%	-0.3%	-13.9%	89.1µM*	26.3%	0.5%
CS(=O)(=O)N(CCc1ccccc1)CC(=O)N1CCCCC1	-27.9%	2.1%	-4.8%[59 µM]	-0.5%	4.9%	-9.6%	-0.5%	35.5%	8.4%
CCOC(=O)Nc1sc2c(c1C(N)=O)CCC(C)C2 (configuration not stated)	-11.4%	-11.0%	x	-5.8%	15.6%	-9.6%	-4.1%	41.8%[activator]	26.4%
N#CCCN1CCN(C(=O)c2c(N)no[n+]2[O-])CC1	8.9%	-23.7%	0.0%	-3.9%	2.9%	-12.0%	-10.4%	46.2%	100.7%[activator]
Cc1cccc(Cn2c(SCc3ccc(C(=O)NCc4ccccc4)cc3)nc3cccnc32)c1	-7.3%	-15.3%	-24.4%[59 µM]	-3.0%	x	-10.2%	3.6%	-12.8%	5.2%
O=C(C[C@H]1C/C=C\C[C@@H](NC(=O)OCC2c3ccccc3-c3ccccc32)C(=O)O[C@@H](c2ccccc2)CNC1=O)N[C@H](CO)Cc1ccccc1	-20.7%	-3.9%	x	x	-9.0%	-5.1%	x	x	11.5%
C=C[C@@H]1c2cccc(C)c2N(S(=O)(=O)c2ccc(C)cc2)[C@H](c2ccc(OC(C)=O)cc2)C1(C#N)C#N	-23.9%	-12.4%	x	x	7.2%	-16.8%	x	x	u
Cc1oc(C)c2c(=O)cc(-c3ccc4c(c3)OCO4)cc(OC(=O)c3cccc(Cl)c3)c12	-34.0%	u	u	-2.3%	x	u	-14.7%	-1.8%	u
Cc1nc2sc(C(c3cccc(F)c3)N3CCCCC3)c(O)n2n1 (configuration not stated)	-13.5%	4.6%	-9.2%[12.7 µM]	-13.4%	-10.4%	-19.6%	-5.4%	8.2%	13.0%
CCCCCCCNC(=O)C1(CC2CC(c3ccc(Cl)cc3)=NO2)CCN(C(=O)CCCCCBr)CC1 (configuration not stated)	-29.6%	-9.2%	u	-3.6%	35.9%	-9.3%	-13.9%[57.1 µM]	-0.7%	-6.5%
Cc1ccc(S(=O)(=O)NC(=O)Nc2cccc(S(=O)(=O)N(C)C)c2)cc1	-17.1%	-12.4%	x	x	-14.7%	-9.8%	x	x	71.5%[activator]
O=C(O)c1ccccc1-n1cnnn1	-5.1%[11.4 µM]	1.6%	x	2.2%	-0.2%	-24.3%	-14.0%	-0.1%	-7.1%
COc1ccc(Cl)cc1NC(=O)C12CCC(C)(C(=O)O1)C2(C)C (configuration not stated)	-17.3%	-2.4%	41.0%[59 µM]	-2.2%	u	-11.0%	3.4%	42.6%	u
CCc1ccc(-n2c(=O)c3ccccc3n(CC(=O)NCCc3ccc(OC)c(OC)c3)c2=O)cc1	-11.6%	-8.1%	-2.7%[59 µM]	-12.8%	x	-16.6%	0.3%	15.0%	-5.6%
Cc1onc(-c2ccccc2Cl)c1C(=O)NCc1ccccc1F	5.8%	u	x	-1.7%	-9.0%	5.3%	3.4%	20.9%	30.3%[activator]
O=C(NCc1ccc(N2CCCC2=O)cc1)Nc1cccc(Cl)c1	-1.7%	-2.9%	u	-1.9%	-0.4%	-3.7%[60.1 µM]	u	-1.8%	5.9%
COc1cc(/C=C2\C(=O)ON=C2c2ccc(Cl)cc2)ccc1O	u	-6.4%	x	x	x	4.2%	x	x	u
Cc1cc(C)n2nc(C(=O)OCC(=O)N3CC(C)CC(C)C3)nc2n1 (configuration not stated)	-4.1%	-16.9%	15.2%[0.501 µM]	x	-9.0%	-4.5%	-0.7%	x	45.5%[activator]

Quoted from the listing:
In POLH inh, Cc1ccc(S(=O)(=O)NC(=O)Nc2cccc(S(=O)(=O)N(C)C)c2)cc1 has the entry -12.4%
In APEX1 inh, Cc1cc(C)n2nc(C(=O)OCC(=O)N3CC(C)CC(C)C3)nc2n1 (configuration not stated) has the entry -9.0%
In Pol beta inh, CCCCCCCNC(=O)C1(CC2CC(c3ccc(Cl)cc3)=NO2)CCN(C(=O)CCCCCBr)CC1 (configuration not stated) has the entry -0.7%
In APEX1 inh, O=C(O)c1ccccc1-n1cnnn1 has the entry -0.2%
In JMJD2A Tudor, COc1ccc(Cl)cc1NC(=O)C12CCC(C)(C(=O)O1)C2(C)C (configuration not stated) has the entry -17.3%

The listing picks up, repeating the 2 entries before the break.
SMILES	JMJD2A Tudor	POLH inh	G9a inh	BLM helicase inh	APEX1 inh	Pol kappa inh	BAZ2B inh	Pol beta inh	Pol iota inh
COc1cc(/C=C2\C(=O)ON=C2c2ccc(Cl)cc2)ccc1O	u	-6.4%	x	x	x	4.2%	x	x	u
Cc1cc(C)n2nc(C(=O)OCC(=O)N3CC(C)CC(C)C3)nc2n1 (configuration not stated)	-4.1%	-16.9%	15.2%[0.501 µM]	x	-9.0%	-4.5%	-0.7%	x	45.5%[activator]
O=C(NCc1ccccn1)c1ccc(Cl)c(S(=O)(=O)Nc2ccccc2C(=O)NCc2ccccn2)c1	-31.2%	-13.3%	50.1µM*	2.9%	-5.9%	4.5%	7.8%	7.1%[57.1 µM]	-2.1%
O=C(COc1ccccc1)N/N=C/c1ccc([N+](=O)[O-])o1	-15.1%	u	-26.3%[59 µM]	4.4%	-0.1%	u	-11.6%	-4.1%	u
COc1ccc(OC)c(/C=N/NC(=O)c2cccc3ccccc23)c1	-6.6%	-5.5%	x	x	x	-3.3%	x	x	55.3%[activator]
Cc1ccc(OCc2nc(-c3cccnc3)no2)cc1C	1.0%	-4.1%	32.8%	-5.7%	-7.8%	-2.1%	-1.4%	u	50.1%[activator]
CC(=O)CCc1ccc(OCC(O)CNC2CCCc3ccccc32)cc1 (configuration not stated)	3.55µM*	-21.2%	u	-10.5%	0.4%	-15.3%	u	0.1%	19.8%
Cc1onc(-c2ccccc2Cl)c1C(=O)N1CCCCC1C (configuration not stated)	-17.5%	-11.0%	-3.4%	-3.2%	-7.1%	-9.0%	-8.9%	53.0%	u
O=C(NCCC1=CCCCC1)C1CCN(S(=O)(=O)c2cccc3nonc23)CC1	-16.2%	u	15.7%	-5.0%	11.4%	-26.0%	u	3.1%	0.6%
COc1ccc(N2CC(NC(=O)NCC(C)C)CC2=O)cc1 (configuration not stated)	3.7%	-15.0%	-15.5%[59 µM]	-1.8%	8.4%	-9.8%	-3.6%	-10.0%	-17.5%
CCCCC(=O)Nc1nc2ccc3nc(C)sc3c2s1	-4.1%	-11.4%	-3.1%[59 µM]	2.5%	12.7%	11.4%	0.1%	35.8%	-6.9%
Cc1ccc(NC(=O)C2CCN(c3cnccn3)CC2)cc1C	10.3%	-12.5%	x	1.2%	4.4%	5.0%	-25.1%	-2.7%	15.6%
COc1ccc(CNC(=O)COC(=O)C2CC3C=CC2C3)cc1 (configuration not stated)	9.7%	-18.7%	u	-3.3%	1.8%	3.5%[60.1 µM]	0.0%	1.9%	8.5%
Cc1occc1-c1nnc(SCC(=O)NC2CCCC2)n1C	-6.3%	-14.0%	15.7%	-4.3%	28.2%	4.0%	-4.2%	0.4%	14.7%
O=S(=O)(/N=C(/Nc1ccc(Cl)cc1Cl)c1ccccc1)c1cccs1	-11.7%	-10.5%	x	-12.3%	1.1%	-0.9%	5.0%	23.6%	25.5%
Cc1c(Br)c([N+](=O)[O-])nn1CCCC(=O)Nc1c(C)n(C)n(-c2ccccc2)c1=O	-2.9%	-8.1%	-26.8%	-1.0%	11.8%	14.0%	-2.2%	7.4%	18.0%
S=C(NCc1ccccc1)Nc1nccs1	-32.6%	-11.3%	-9.8%[59 µM]	-3.7%	-9.0%	-5.5%	u	30.6%	13.2%
CCc1ccc(CNC(=O)CCCn2nc(C)n3ccnc3c2=O)cc1	0.7%	-19.4%	23.0%	0.0%	34.4%	9.6%	8.8%	-0.2%	-25.4%
Cc1ccc(N=C/C(C(=O)C(F)(F)F)=C(\O)c2ccco2)cc1Cl	u	-17.9%	44.7µM*	-6.6%	-0.9%	-3.9%	-0.3%	-12.8%[57.1 µM]	-38.9%
Cc1ccc(-c2nnc(Nc3ccc4c(c3)OCO4)c3ccccc23)cc1S(N)(=O)=O	-30.3%	u	-0.6%[59 µM]	-14.0%	-2.0%	-9.9%	-37.8%	u	185.6%[activator]
O=C(O)c1ccc(Nc2cc(Cl)c3nonc3c2[N+](=O)[O-])cc1	-14.1%	-8.4%	35.5µM*	-2.3%	-5.7%	-9.5%	-28.5%	-19.3%	8.91µM*
CCN(CC)c1ccc(/C=N/NC(=O)Cc2ccc(OC)c(OC)c2)cc1	u	-11.3%	5.9%	-3.2%	-9.2%	-12.5%	u	20.1%	-27.8%
CC1=C(C(=O)OCc2ccc3c(c2)OCO3)C(c2ccc(F)cc2)NC(=O)N1 (configuration not stated)	-25.2%	-11.2%	-3.8%[59 µM]	-5.5%	-4.6%	-4.1%	-25.3%	22.6%	7.5%

A portion of the library; count on the stated rates, not on these rows.
